Screening results (PubChem BioAssay)
TIM10 inh – TIM10 yeast growth inhibition. AID 463195. 330,000 tested, 1.4% active. S. cerevisiae TIM10 strain growth, BacTiter-Glo luminescence, 24 h. inhibition, % at 10 µM;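 active = inhibition of 40% or more at the single tested concentration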;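 also: wild-type TIM10 isogenic control strain grown at permissive 25 °C; 0% = DMSO yeast wells and 100% = minimal medium wells without yeast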
tim23-1 inh – growth inhibitors of tim23-1 mutant yeast. 330,000 tested, 1.3% active. S. cerevisiae tim23-1 growth, BacTiter-Glo luminescence, 24 h. AID 463212. inhibition, % at 20 µM;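 active = growth inhibition of the mutant yeast at or above 50%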;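 also: temperature-sensitive mutant grown at 25 °C; plate controls were DMSO-treated mutant yeast for no effect and medium wells lacking yeast for full effect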
APJ antagonist – antagonists of human APJ apelin receptor; P35414; 330,000 tested, 0.32% active; inhibition, % at 20 µM; CHO-K1 APJ beta-arrestin complementation, luminescence;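 active = inhibition above about 40% at 20 µM, limit read from the data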;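 also: cells challenged with 10 nM apelin-13 agonist together with compound; plate controls were apelin-13 plus DMSO wells for no effect and DMSO wells lacking apelin-13 for full effect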
Target sequence (P35414 whole entry, looked up): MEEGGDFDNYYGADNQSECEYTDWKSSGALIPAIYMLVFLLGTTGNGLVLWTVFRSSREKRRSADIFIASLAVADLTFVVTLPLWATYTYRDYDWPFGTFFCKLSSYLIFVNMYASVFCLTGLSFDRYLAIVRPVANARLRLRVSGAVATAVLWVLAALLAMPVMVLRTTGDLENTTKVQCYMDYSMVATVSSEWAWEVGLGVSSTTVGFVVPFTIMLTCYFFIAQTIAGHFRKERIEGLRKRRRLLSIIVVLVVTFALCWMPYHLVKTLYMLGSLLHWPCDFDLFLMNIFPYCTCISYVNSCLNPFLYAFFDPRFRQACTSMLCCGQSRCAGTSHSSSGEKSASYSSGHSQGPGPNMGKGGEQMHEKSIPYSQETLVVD
CXCR6 inh – blocks human CXCR6 beta-arrestin recruitment; O00574; CHO-K1 PathHunter CXCR6 beta-arrestin, luminescence; inhibition, % at 20 µM; 360,000 tested, 0.36% active; in the data active = inhibition above about 34%, passing the limit was not always enough;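 also: antagonist mode with CXCL16 agonist at 10 nM final; 0% = 10 nM CXCL16 with DMSO and 100% = unstimulated wells without agonist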
Target sequence (O00574 whole entry, looked up): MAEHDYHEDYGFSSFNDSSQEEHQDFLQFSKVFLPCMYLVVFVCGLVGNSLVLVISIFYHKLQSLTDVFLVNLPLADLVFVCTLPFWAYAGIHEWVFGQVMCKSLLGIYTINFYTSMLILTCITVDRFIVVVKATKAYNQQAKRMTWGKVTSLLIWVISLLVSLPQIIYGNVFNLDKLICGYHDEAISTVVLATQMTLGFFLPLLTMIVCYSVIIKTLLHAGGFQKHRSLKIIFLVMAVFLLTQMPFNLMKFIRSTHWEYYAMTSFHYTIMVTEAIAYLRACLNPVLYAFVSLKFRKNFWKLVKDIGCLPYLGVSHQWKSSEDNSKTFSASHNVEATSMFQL
tim10-1 inh – tim10-1 yeast growth inhibition; S. cerevisiae tim10-1 ts strain growth, BacTiter-Glo, 24 h; inhibition, % at 20 µM; 330,000 tested, 2.2% active;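 active = inhibition of at least 40%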;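 also: mutant grown at 25 °C; 0% = DMSO wells with yeast and 100% = wells holding no yeast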
Mdm2 MdmX PPI – disrupts the human Mdm2-MdmX interaction | SaOS-2 split-luciferase Mdm2/MdmX complementation, luminescence | inhibition, % at 8 µM | 330,000 tested, 3% active | AID 485346 | O15151+Q00987;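 active = inhibition of at least 50% at 8 µM in the primary screen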
UPR XBP1 act – activators of adaptive arm of unfolded protein response (XBP1). CHO-XBP1 luciferase reporter, IRE1-XBP1 UPR activation, luminescence; percent of tunicamycin response, DMSO as zero. activation, % at 20 µM. 330,000 tested, 0.33% active. AID 463104;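 active = versus positive control, 20 µM dose yields 30% or more activation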;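 also: 100% = tunicamycin at 10 µg/mL and 0% = DMSO only wells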
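Material: CHO-XBP1 cells stably carrying IRE1-XBP1-driven luciferase reporter | Medium: F12 with 10% serum | Compound dosing: 20 µM single concentration, DMSO 1% | Incubation: Overnight seeding at 37 °C, 6 h compound treatment at 37 °C | Detection: Steady-Glo luminescence read | Read-out basis: % activation of reporter signal versus tunicamycin and DMSO controls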
APJ ag – activates the human apelin receptor APJ | P35414 | CHO-K1 APJ PathHunter beta-arrestin, luminescence; 0% DMSO wells, 100% apelin | activation, % at 20 µM | 330,000 tested, 0.11% active;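 active = activation more than six SD over the plate average, tested at 20 µM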;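 also: 0% = DMSO alone and 100% = apelin-13 at 10 nM; some results filed as inactive read as strong as hits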
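Assay system: CHO-K1 cells stably expressing ProLink-tagged human APJ and arrestin–beta-gal acceptor. Compound dosing: 20 µM single point, 1% DMSO. Times: 16-18 h seeding, 90 min dark compound exposure, 60 min detection. Detection: beta-gal luminescence. Evaluation: APJ–arrestin association signal. Controls: negative DMSO alone, positive Apelin-13 at 10 nM.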
CHOP UPR activ – apoptotic UPR (CHOP) activation. 330,000 tested, 0.34% active. AID 449763. activation, % at 10 µM. CHO-CHOP luciferase reporter, luminescence; percent of tunicamycin response over DMSO baseline;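 active = at 10 µM dose, activation of 40% or more, normalized to positive control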;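 also: 100% = tunicamycin at 10 µg/mL and 0% = DMSO alone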
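measured by = luciferase luminescence | assay system = CHO-CHOP cells, stable luciferase reporter of PERK-eIF2a-CHOP signalling | amount = 500 reporter cells seeded per well | timing = 6 h compound exposure at 37 °C after overnight seeding | controls = positive tunicamycin 10 µg/mL, negative DMSO alone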
The depositor's hits bear a star; / = no result given. The list is partial; the hit share may differ from the screen's.

A first look, 2 compounds:
canonical_smiles,APJ ag,TIM10 inh,CXCR6 inh,Mdm2 MdmX PPI,UPR XBP1 act,CHOP UPR activ,APJ antagonist,tim10-1 inh,tim23-1 inh
COc1ccc(Cn2c(-c3ccc(Br)cc3)c[n+]3ccccc23)cc1,-1,55*,1,-23,7,6.4,6,48*,8
COc1cccc(NC(=O)c2ccc(S(=O)(=O)N(C)C)cc2)c1,-1,5,4,-10,1,-1.1,14,4,10

Main list (from the top)
canonical_smiles,APJ ag,TIM10 inh,CXCR6 inh,Mdm2 MdmX PPI,UPR XBP1 act,CHOP UPR activ,APJ antagonist,tim10-1 inh,tim23-1 inh
COc1ccc(Cn2c(-c3ccc(Br)cc3)c[n+]3ccccc23)cc1,-1,55*,1,-23,7,6.4,6,48*,8
COc1cccc(NC(=O)c2ccc(S(=O)(=O)N(C)C)cc2)c1,-1,5,4,-10,1,-1.1,14,4,10
CCOC(=O)N1CCN(S(=O)(=O)c2ccc(C(=O)N(CCCN(C)C)c3nc4c(F)cc(F)cc4s3)cc2)CC1,-4,-5,15,40,2,-0.2,12,11,1
CCOC(=O)Cc1csc(NS(=O)(=O)c2ccc(OC)cc2)n1,3,-15,-4,3,-2,0.2,0,-1,3
COC(=O)Cn1c(=NC(=O)C(C)C)sc2c(C)cc(C)cc21,-5,8,6,16,-2,-0.5,-6,17,3
Cc1ccc(F)cc1NC(=O)CN1CCN(c2ccccn2)CC1,4,-1,-4,-13,0,1.7,-3,10,18
Cc1cccc(C)c1NC(=O)CNC(=O)Cc1ccc(Br)cc1,-3,-4,3,-14,1,2.4,18,-11,-2
CCOc1ccc(Nc2nc(Cl)nc(N3CCN(c4ccc(OC)cc4)CC3)n2)cc1,2,29,-5,7,-2,5.9,-16,29,25
CCC(=O)N1CCCc2cc(S(=O)(=O)N3CCCc4ccccc43)ccc21,-5,11,7,28,-3,-1.3,7,39,4
O=C(Nc1ccc(N2CCN(C(=O)c3ccc(Cl)cc3)CC2)cc1)c1cccnc1,0,13,-12,25,2,1.4,9,3,6
CCOC(=O)N1CCN(C(=O)COC(=O)c2ccc([N+](=O)[O-])cc2Cl)CC1,16,5,-16,5,-2,0.8,-4,11,3
CN(C)c1ccccc1C(=O)c1ccccc1N(C)C,-3,30,13,-6,-2,4.2,4,40*,24
Oc1ccc(CNc2ccccc2O)cc1,12,-14,-12,-2,6,1.8,-30,-15,-17
CN(C)c1ccc(NC(=O)CN2CCC(N3CCCCC3)CC2)cc1,3,-4,5,-4,-1,3.9,22,-3,1
COc1ccc(C(=O)NC2CC3CCCC(C2)N3CC(C)C)cc1 (stereo unspecified),-2,-7,4,-37,-2,1.4,13,1,4
CC(C)CN1CCC(=O)N(CCC#N)CC1,11,-11,-1,8,0,-1.1,-7,6,-3
Cc1ccccc1-c1nnn(CC(=O)N2CCN(S(=O)(=O)c3ccc(Cl)cc3)CC2)n1,2,19,-18,6,1,7.8,-13,25,28
COc1ccc(CCNC(=O)CN2C(=O)NC(c3ccccc3)(c3ccccc3)C2=O)cc1,1,-1,5,4,-4,-0.3,-2,10,11
COc1ccc(-n2c(N)cc(=O)[nH]c2=O)cc1,0,5,/,-15,-1,-1.0,-8,-11,8
Cc1ccc(S(=O)(=O)Oc2cccc(/C=N/n3cnnc3)c2)cc1,2,7,-15,22,0,3.9,0,6,6
CC1=NN(C(C#N)c2ccc(F)cc2)C(c2ccccc2)C1 (stereo unspecified),2,-5,6,1,-3,-2.1,-7,7,18
COc1cc(/C=C/C(=O)O)cc(S(=O)(=O)Nc2cccc(S(=O)(=O)N3CCOCC3)c2)c1OC,-1,-18,5,-33,-3,-0.3,19,10,6
COc1ccc(N2CCN(c3nc(C)c(C)c(=O)[nH]3)CC2)cc1,-4,-3,-1,7,-4,-0.6,-7,4,20
Cc1cc([N+](=O)[O-])ccc1NC(=O)c1cc2ccccc2o1,0,-3,3,-16,0,4.7,0,-3,-9
COc1ccc(-c2c(-c3ccc(OC)c(F)c3)c3ccccc3n2C)cc1,-1,8,7,29,-4,0.6,10,10,23
COc1ccc(NC(=O)CCCNC(=O)Cn2cnc3sc4c(c3c2=O)CCCC4)cc1OC,-1,8,3,21,-2,3.7,-11,-24,-4
Nc1ccc(C(=O)c2cccs2)cn1,0,2,6,-12,-1,3.3,-5,-16,-2
CCCn1c(SCC(=O)NCC)nc2sc3c(c2c1=O)CCC3,2,4,3,15,1,1.4,-26,7,-4
Cc1ccc(CNC(=O)COc2ccc(C)nc2[N+](=O)[O-])cc1,6,3,-4,9,0,-1.7,0,23,36
Cc1ccc(NC(=O)/C=C\C(=O)NCC(=O)O)cc1C,-3,15,-9,-31,0,-0.4,18,23,17
Nc1c2c(nc3ccccc13)N(c1ccccc1)CC2,-2,17,2,8,2,0.7,16,7,2
COC(=O)Cn1cnc2scc(-c3ccc(C)cc3)c2c1=O,0,18,-5,-33,-3,-2.4,-10,22,31
CCNc1nc(SCC(=O)OC)nc(N2CCOCC2)n1,11,6,-9,12,3,-1.1,-4,-2,13
COc1cccc(N2CC(O)=C(c3ccccc3)C2=N)c1,1,4,-9,9,-3,-0.9,8,2,22
C[C@@H]1CN([C@@H](C)CO)C(=O)c2cccc(NC(=O)C3CCCCC3)c2O[C@@H]1CN(C)C(=O)NC1CCCCC1,-3,13,6,1,-2,-0.6,-3,5,18
O=C(/C=C/c1ccc(Cl)cc1)Nc1ccc(CN2CCOCC2)cc1,0,6,-19,37,-2,0.8,-21,-8,-12
CN(Cc1nc2ccccc2c(=O)[nH]1)C(=O)c1ccc(NC(=O)CSc2nnnn2C)cc1,0,-5,2,3,2,0.5,1,-2,-4
Nc1nc(-c2ccccc2)cs1,0,2,-5,1,0,1.9,-2,4,15
CCOCCCN1C(=O)C(=O)N(CC(=O)N2c3ccccc3NC(=O)CC2C)C1=O (stereo unspecified),-2,-1,-8,17,-1,2.1,4,-7,-15
Nc1ncc2c(n1)-c1ccoc1CC2,0,2,1,-16,-7,-1.3,-11,-1,-1
CC(C)(CO)NCc1cccs1,-2,9,4,12,2,-2.4,9,2,-7
O=C(O)c1[nH]c2ccc(Cl)cc2c1CCN1C(=O)c2ccccc2C1=O,-3,-10,-2,-2,-1,3.6,3,8,14
CC(=O)Nc1cccc(CNCc2cccc(NC(C)=O)c2)c1,4,-1,-9,-3,4,-1.0,15,12,-1
COc1cc2c(cc1OC)C(C)=NCC2,-4,1,1,7,0,2.5,4,12,8
Cc1ccc(C(=O)Oc2ccc(-c3nccc(-c4ccccn4)n3)cc2)cc1,-1,2,5,-48,-2,3.8,3,6,-2
O=C(Cc1ccccc1)NNC(=O)Nc1ccccc1,-1,-10,0,-20,5,0.1,-6,5,19
CC(OC(=O)c1ccc(Cl)nc1)C(=O)NCc1ccc2c(c1)OCO2 (stereo unspecified),-2,1,-4,2,-5,-1.7,16,3,-10
C=C(C)CN(CC)C(=O)c1ccc(OC2CCN(S(=O)(=O)N(C)C)CC2)cc1,-3,8,9,6,3,0.8,-1,13,16
COc1ccc(CN2CCNC(=O)C2CC(=O)NCCCC2CCCC2)c(C)c1C (stereo unspecified),1,8,4,12,-4,0.1,-38,7,12
CC(=O)NCc1c(Cl)cccc1-n1cccc1,-2,-8,-2,13,2,-1.2,14,8,-6
Cn1cnnc1SCC(=O)c1cccc([N+](=O)[O-])c1,1,-2,-19,12,-3,0.9,-5,18,10
COC(=O)/C=C1\NCCSC1=O,-2,-8,-2,7,1,0.9,-3,6,10
O=C(OC(C(=O)c1c[nH]c2ccccc12)c1ccccc1)c1cnccn1 (stereo unspecified),11,11,-1,13,-3,0.3,-22,18,12
CCCCn1c(NCc2ccccn2)nc2ccccc21,-5,-4,0,4,-2,1.1,0,8,0
CC(C)[C@H](NC(=O)C1CC(=O)N(c2ccc3c(c2)OCO3)C1)C(=O)NC1CCCC1 (stereo partly specified),-1,-11,2,13,-5,-1.1,-7,-3,-9
COc1cccc(NC(=O)CN(C)C(=O)c2c(-c3c(F)cccc3Cl)noc2C)c1,1,3,-7,0,-1,-2.2,7,5,0
CCN(CC)CCNc1ncnc2c1[nH]c1ccc(OC)cc12,-2,-4,/,-2,-2,-0.4,6,-10,-9
COc1ccc(C(CNC(=O)COc2ccc(F)cc2Cl)N2CCOCC2)cc1 (stereo unspecified),-7,4,3,4,2,-0.1,-29,17,16
Cc1noc(C)c1CSCC(=O)N(CC(C)C)c1c(N)n(Cc2ccccc2)c(=O)[nH]c1=O,-3,-5,-5,20,-3,0.6,-41,-14,-8
CSCC[C@H](NC(=O)c1cccs1)C(=O)N1CCC2(CC1)NCCc1[nH]cnc12,-2,-2,-2,12,-1,2.8,-8,-1,1

More records.
canonical_smiles,APJ ag,TIM10 inh,CXCR6 inh,Mdm2 MdmX PPI,UPR XBP1 act,CHOP UPR activ,APJ antagonist,tim10-1 inh,tim23-1 inh
O=C(CSc1ccc(Cl)cc1)Nc1ccc(N2CCN(C(=O)c3ccc(Cl)cc3)CC2)cc1,6,2,-8,46,12,20,19,11,1
CCCCOc1ccc(-c2nnn(C(C)(C)C(=O)OC)n2)cc1,-3,20,-11,-29,5,3.9,15,20,20
CCOC(=O)C1=CNS(=O)(=O)NC1CCc1ccccc1 (stereo unspecified),/,-3,3,-10,-1,0.8,/,22,33
Cc1cc(=O)nc2c3ccccc3n(C(C)C(=O)NCCC(C)C)n12 (stereo unspecified),-2,-13,-2,-2,-4,1.3,-1,-4,3
COc1ccc(CC(=O)NCc2ccccc2)cc1,-2,-9,3,47,-3,2.6,6,-2,9
COc1ccc(Cl)cc1NS(=O)(=O)c1cccc(C(=O)NCC(c2ccco2)N(C)C)c1 (stereo unspecified),-5,9,0,4,-4,-1.1,-7,13,9
O=[N+]([O-])c1ccccc1S(=O)(=O)N1CCSCC1,-4,0,0,3,-1,-1.5,13,6,8
Cc1[nH]ccc(=O)c1Cc1c(Cl)cccc1Cl,-3,4,-9,11,-5,-1.0,-20,8,5
CCN1/C(=C/C=C/c2oc3ccc4ccccc4c3[n+]2CC)Oc2ccc3ccccc3c21,-8,62*,/,97*,-2,13,28,54*,69*
O=C(CNC(=O)C12CC3CC(CC(C3)C1)C2)OCC(=O)N1CCCCC1,-1,-5,0,19,0,-1.3,3,4,-10
Cn1c(SCC(=O)N2CCN(S(=O)(=O)c3ccc(Cl)cc3)CC2)nc2ccccc21,2,24,0,-21,3,-1.0,-2,18,25
COCCNC(=S)NN(c1ccccc1)c1ccccc1,-6,2,0,-27,-3,-1.0,9,27,16
O=C(CSc1nnc(CNC(=O)c2ccccc2)o1)NCc1ccc2c(c1)OCO2,9,0,-14,-15,0,0.8,-11,9,13
O=C(CCNC(=O)c1ccccc1Cl)NN1C(=O)NC2(CCCCC2)C1=O,6,13,-9,18,-1,0.9,11,12,8
